Bioassay records as filed in PubChem BioAssay.
ROC1-CUL1 inh – inhibitors of human ROC1-CUL1 ubiquitin ligase activity; inhibition, % at 10 µM; AID 1347404, 2020; in vitro K48 di-Ub FRET, acceptor:donor ratio, 45 min; E3 ubiquitin-protein ligase RBX1 (Homo sapiens) + Cullin-1 (Homo sapiens), P62877+Q13616; hit rate 0.6% among 140,000; in the data active = inhibition above about 25%
Target sequence (P62877 whole entry, looked up): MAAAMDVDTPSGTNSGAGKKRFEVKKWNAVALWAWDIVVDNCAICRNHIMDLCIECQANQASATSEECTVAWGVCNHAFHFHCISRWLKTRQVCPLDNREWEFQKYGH
Target sequence (Q13616 whole entry, looked up): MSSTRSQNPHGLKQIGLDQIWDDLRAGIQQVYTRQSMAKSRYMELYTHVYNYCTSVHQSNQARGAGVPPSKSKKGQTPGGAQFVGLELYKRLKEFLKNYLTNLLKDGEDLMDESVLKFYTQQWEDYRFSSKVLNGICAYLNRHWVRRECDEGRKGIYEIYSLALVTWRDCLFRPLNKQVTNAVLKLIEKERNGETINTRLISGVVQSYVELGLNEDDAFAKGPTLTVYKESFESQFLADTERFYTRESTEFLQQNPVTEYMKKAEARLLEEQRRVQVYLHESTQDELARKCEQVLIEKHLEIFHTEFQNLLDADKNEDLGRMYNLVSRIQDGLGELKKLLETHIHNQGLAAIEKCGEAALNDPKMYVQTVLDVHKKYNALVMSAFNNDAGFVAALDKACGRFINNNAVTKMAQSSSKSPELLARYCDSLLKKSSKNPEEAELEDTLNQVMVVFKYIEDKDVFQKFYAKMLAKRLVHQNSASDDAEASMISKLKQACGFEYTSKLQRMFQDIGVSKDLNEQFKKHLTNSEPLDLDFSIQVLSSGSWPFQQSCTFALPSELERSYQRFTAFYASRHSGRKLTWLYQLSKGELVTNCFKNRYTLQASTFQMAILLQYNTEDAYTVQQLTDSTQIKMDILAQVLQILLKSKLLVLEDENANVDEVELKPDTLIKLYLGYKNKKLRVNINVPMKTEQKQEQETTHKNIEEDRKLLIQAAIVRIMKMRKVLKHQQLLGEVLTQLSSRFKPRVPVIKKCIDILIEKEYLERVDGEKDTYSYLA
Active calls of the source: *. Not all compounds are listed; the hit share may differ from the screen's.

SMILES	ROC1-CUL1 inh
CCOc1cccc(C(=O)NC(=S)NC2C3CC4CC(C3)CC2C4)c1 (stereo not given)	7
Cc1cc(/C=C2/C(=O)NC(=S)N(c3ccc(Br)cc3)C2=O)c(C)n1-c1ccccc1	8
O=C(NCCc1ccccc1)c1ccc(CSc2nc3cccnc3n2Cc2ccc(F)cc2)cc1	-3
O=C(Nc1ccc(Br)cc1F)N1CCC(CN2CCCC2)CC1	-3
C=CCc1cccc(C2Nc3ccc(Br)cc3C(=O)N2NC(=O)c2ccccc2OCc2ccccc2)c1O (stereo not given)	-15
NC(=O)C1(N2CCCCC2)CCN(c2nc(-c3ccc(Cl)cc3Cl)cs2)CC1	3
CCOc1cc(/C=C2/SC(=Nc3ccc(C)cc3)N(C)C2=O)ccc1O	-2
CCCCc1cc(-c2cccs2)c(CCCC)cc1-c1cccs1	-3
O=C(CCC(=O)Nc1cccnc1)Nc1cccnc1	8
CCOc1cccc(/C=N/NC(=O)c2cc(-c3c(OC)ccc4ccccc34)n[nH]2)c1O	-7
Cc1cccc(NC(=O)NCCn2c(=O)oc3ccc(C)cc32)c1	0
CCN(CC)c1ccc(/C=N/NC(=O)OC)c(O)c1	1
COCCNc1nc2c(c(=O)n(C)c(=O)n2C)n1Cc1c(F)cccc1Cl	-2
CCCCOC(=O)c1cc(-c2ccccc2)nc2c(Cl)cccc12	-2
Cc1ccc(S(=O)(=O)n2cncn2)cc1	3
O=C(COc1ccccc1Cl)c1ccc(F)cc1	0
CC(C)c1nn2c(=O)cc(COC(=O)c3ccc(NC(=O)c4cccs4)cc3)nc2s1	-4
O=C1/C(=C/c2ccsc2)CCC/C1=C\c1ccsc1	6
Cc1ccc(S(=O)(=O)N(CC(=O)Nc2ccc(C(N)=O)cc2)Cc2ccc(Cl)cc2)cc1	6
CCN(CC)S(=O)(=O)c1ccc(C(=O)NN(C)C2NS(=O)(=O)C3CCCCC23)cc1 (stereo not given)	0
Cc1nn2c(C)c(C(=O)NCc3cccc(Br)c3)cnc2c1-c1ccccc1	-5
COC(=O)C1=C(C(=O)OC)C2C=CC1C1C(Cl)C(Cl)C21 (stereo not given)	-3
Cn1c2c(c3ccccc31)CCN(Cc1ccccc1)C2	-4
CSC(SC)=C1C(=O)OC(C)(C)OC1=O	9
COc1ccc(S(=O)(=O)c2cnc3cc(OC)c(OC)cc3c2N2CCCC(C)C2)cc1 (stereo not given)	6
O=C1CCCC2=C1C(c1ccc3c(c1)OCO3)C1C(=O)c3ccccc3C1=N2 (stereo not given)	-7
CCOc1ccc(OCC)c(C2c3c(n[nH]c3C)OC(=N)C2C#N)c1 (stereo not given)	-4
COc1ccc(Cl)cc1NC(=O)c1c(NCc2ccc(C)o2)sc2c1CCC(C)C2 (stereo not given)	-3
O=C(NCc1cccnc1Oc1ccc(F)cc1F)c1cscn1	-4
Cc1cccc(C2(c3cccc(C)c3)CC2C(=O)Nc2c(C)cc(C)cc2C)c1 (stereo not given)	3
O=C(NCc1ccc2c(c1)OCO2)C1CC1c1ccccc1 (stereo not given)	-7
CCOc1ccccc1CNC(=O)c1ccc2nc(N3CCC(C)CC3)sc2c1	7
CCOC(=O)C1CCN(c2nc3c(S(=O)(=O)c4ccc(CC)cc4)nnn3c3ccc(Cl)cc23)CC1	-6
CCOC(=O)N1CCC(NC(=O)CC2(c3ccccc3C)CC(=O)N(CCCOC)C2=O)CC1 (stereo not given)	6
Cc1oc(C)c2c(=O)cc(-c3ccc4c(c3)OCO4)cc(OC(=O)c3cccc(Br)c3)c12	-6
COc1ccc2cc3c(N)nn(C(=O)c4ccccc4Cl)c3nc2c1	-10
COC(=O)[C@@H](C)NC(=O)c1cc(CN(C)Cc2ccccc2)on1	7
Cc1ccc(Cl)cc1N1CCN(C(=O)c2c(C)oc3ncnc(N4CCCCC4)c23)CC1	14
N#CC(C#N)C(=NC(=Nc1ccc(Cl)cc1)c1ccccc1)C(F)(F)F	-5
COc1ccccc1CCC(=O)Nc1ccc2c(c1)CN(C1CCOCC1)CC2	14
CCN1/C(=C/C=C2/SC(=S)N(c3ccccc3)C2=O)C(C)(C)c2cc(-c3ccccc3)ccc21	23
COc1ccc(/C=C2\CCCC3=C2N=c2s/c(=C\c4ccc(Br)cc4)c(=O)n2C3c2ccc(OC)cc2)cc1 (stereo not given)	0
CCOC(=O)N1CCN(C(=O)c2ccc3c(c2)N(Cc2cccc(Cl)c2)C(=O)c2ccccc2S3=O)CC1 (stereo not given)	-1
COc1cc2c(cc1OC)C(CC(=O)O)N(C(=O)Nc1cc(OC)c(OC)c(OC)c1)CC2 (stereo not given)	-9
CCOC(=O)CN1C(=O)S/C(=C/c2ccc(OCc3ccccc3C#N)c(OCC)c2)C1=O	-5
Cc1ccc(C)c(NC(=O)CSc2nc(-c3ccc4c(c3)OCO4)ccc2C#N)c1	-13
N#CC1C(=N)Oc2n[nH]c(-c3ccc(Br)cc3)c2C1c1cccs1 (stereo not given)	4
Cc1ccc(OC(C)C(=O)NC2CCCCC2)c(C)c1 (stereo not given)	-2
O=C(CSc1ccncc1)NC1CCCN(c2ncccn2)C1 (stereo not given)	11
COC(=O)c1cc(Oc2ccc([N+](=O)[O-])cn2)c2c(c1)Oc1nc3ccccc3nc1O2	1

(listing goes on)
SMILES	ROC1-CUL1 inh
Cc1c(CC(=O)N2CCC(O)CC2)c2c(n1CCc1ccccc1)CCCC2=O	3
Cc1cccc(Nc2nc3ccccc3n3c(N)nnc23)c1	2
O=C(Cc1ccccc1)Nc1cccc(-c2cn3cccnc3n2)c1	7
Cc1[nH][nH]c(=O)c1C(c1cc(Br)ccc1O)c1c(C)[nH][nH]c1=O	4
COc1ccc(N(CC(=O)Nc2cc(C)ccc2C)S(=O)(=O)c2ccc(OC)c(OC)c2)cc1	4
Cc1cccc(OCC(=O)NC(C)C(=O)N/N=C/c2ccc(OCc3c(C)cc(C)cc3C)cc2)c1 (stereo not given)	12
CCOC(=O)/C(C#N)=C/c1ccc(-c2ccc(C)cc2)o1	2
CSc1nc2ncc(C(O)C(O)CO)nc2c(=O)[nH]1 (stereo not given)	10
CCCn1c2ccccc2c2cnn(CC(=O)N3CCC(C)CC3)c(=O)c21	-4
O=C(Oc1ccc2c(=O)c(Oc3ccc4ccccc4c3)c(C(F)(F)F)oc2c1)c1ccc(F)cc1	3
COc1ccc(OC)c(NC(=O)c2ccc(CSc3nnc(N)s3)cc2)c1	-7
CC1=C(C(=O)N(C)CC2CCN(CCc3ccc(F)cc3)CC2)OCCO1	5
COC(=O)c1ccc(NS(=O)(=O)c2c(C)nc3sccn3c2=O)cc1	-3
CCCCOc1ccc(N2CC(C(N)=O)CC2=O)cc1 (stereo not given)	-11
COCc1cc(C)nc(OCC(=O)N/N=C/c2ccc(OC(=O)c3ccc(OC)cc3)cc2)c1C#N	0
O=C(CN(Cc1ccc(Cl)c(Cl)c1)S(=O)(=O)c1ccccc1)N1CCN(c2ccc(F)cc2)CC1	0
CC(C)Cc1ccc(CN2CCCC(NC(=O)Cn3cnc4ccccc4c3=O)C2)cc1 (stereo not given)	2
CS(=O)(=O)N1CCC(C(=O)Nc2ccc(Cl)cc2Cl)CC1	5
COc1ccc(C(C)C)cc1S(=O)(=O)NCCC(C)C	16
CCC(CC)C(=O)Nc1cccc(-c2cn3cccnc3n2)c1	0
CC(C)(Oc1ccc(Cl)cc1)C(=O)Nc1nnc2n1CCS2	-4
CCOc1ccccc1NC(=O)c1c(NC(=O)c2ccccc2C)sc2c1CCC(C)C2 (stereo not given)	4
Cc1ccc(Nc2ncnc3onc(C)c23)cc1Cl	13
O=C(CCCC(=O)N/N=C/C1CCCCC1)N/N=C/C1CCCCC1	-4
CCc1ccc(/C=C2\C(=O)NN(c3ccc(Cl)c(Cl)c3)C2=O)cc1	81*
Cc1c(Cl)cccc1NC(=O)NCCOCCn1c(=O)oc2ccccc21	6
COC(=O)c1sc(-c2ccccc2)cc1NC(=O)c1cccc(Cl)c1	-9
Cc1oc(-c2ccccc2)cc1C(=O)Nc1ccc(C(N)=O)cc1	-1
COc1ccc(C2(C(=O)Nc3ccc(C(=O)Nc4cc(C)ccc4OC)cc3)CCOCC2)cc1	9
CCOC(=O)c1sc2ccccc2c1S(=O)(=O)N1CCN(c2cccc(OC)c2)CC1	-10
CCCSCCCNC(=O)c1ccc(C)c(NC(=O)c2nsc3ccccc23)c1	-3
Cc1cc(S(=O)(=O)Nc2ccc3[nH]c(=O)sc3c2)ccc1F	-7
CCN(CC)CCNC(=O)CN1C(=O)c2cccnc2Oc2ccc(C)cc21	4
CN1C(=O)C(O)(C2COC(C)(C)CC2=O)c2ccccc21 (stereo not given)	8
CC(=O)Nc1ccc(OS(=O)(=O)c2ccc([N+](=O)[O-])cc2)cc1	-6
O=C(OC[C@H]1O[C@H](OC(=O)c2ccco2)[C@H](OC(=O)c2ccco2)[C@@H](OC(=O)c2ccco2)[C@@H]1OC(=O)c1ccco1)c1ccco1	-10
CCCC(C)NC(=O)c1ccc(CN2CCCC2)cc1 (stereo not given)	1
COCCCNC(=O)C1CCC(CNS(=O)(=O)c2ccc(OC)cc2)CC1 (stereo not given)	-3
C=CCNC(=O)c1nnn(-c2cc(Cl)ccc2OC)c1C	5
COC(=O)C1C(C)=NC(=O)/C1=C\c1ccccc1OC (stereo not given)	4

No new results follow: 18 of the compounds above.
SMILES	ROC1-CUL1 inh
CCC(CC)C(=O)Nc1cccc(-c2cn3cccnc3n2)c1	0
CC(C)(Oc1ccc(Cl)cc1)C(=O)Nc1nnc2n1CCS2	-4
CCOc1ccccc1NC(=O)c1c(NC(=O)c2ccccc2C)sc2c1CCC(C)C2 (stereo not given)	4
Cc1ccc(Nc2ncnc3onc(C)c23)cc1Cl	13
O=C(CCCC(=O)N/N=C/C1CCCCC1)N/N=C/C1CCCCC1	-4
CCc1ccc(/C=C2\C(=O)NN(c3ccc(Cl)c(Cl)c3)C2=O)cc1	81*
Cc1c(Cl)cccc1NC(=O)NCCOCCn1c(=O)oc2ccccc21	6
COC(=O)c1sc(-c2ccccc2)cc1NC(=O)c1cccc(Cl)c1	-9
Cc1oc(-c2ccccc2)cc1C(=O)Nc1ccc(C(N)=O)cc1	-1
COc1ccc(C2(C(=O)Nc3ccc(C(=O)Nc4cc(C)ccc4OC)cc3)CCOCC2)cc1	9
CCOC(=O)c1sc2ccccc2c1S(=O)(=O)N1CCN(c2cccc(OC)c2)CC1	-10
CCCSCCCNC(=O)c1ccc(C)c(NC(=O)c2nsc3ccccc23)c1	-3
Cc1cc(S(=O)(=O)Nc2ccc3[nH]c(=O)sc3c2)ccc1F	-7
CCN(CC)CCNC(=O)CN1C(=O)c2cccnc2Oc2ccc(C)cc21	4
CN1C(=O)C(O)(C2COC(C)(C)CC2=O)c2ccccc21 (stereo not given)	8
CC(=O)Nc1ccc(OS(=O)(=O)c2ccc([N+](=O)[O-])cc2)cc1	-6
O=C(OC[C@H]1O[C@H](OC(=O)c2ccco2)[C@H](OC(=O)c2ccco2)[C@@H](OC(=O)c2ccco2)[C@@H]1OC(=O)c1ccco1)c1ccco1	-10
CCCC(C)NC(=O)c1ccc(CN2CCCC2)cc1 (stereo not given)	1

Additional records follow:
SMILES	ROC1-CUL1 inh
CN(C)c1ccc(CNC(=O)CN2C(=O)c3cccnc3Oc3ccc(Cl)cc32)cc1	-1
CSCCNCc1c(C(=O)N2CCCCCCC2)nc2ccc(Cl)cn12	-1
S=C(NCn1nnc2ccccc21)Nc1ccccc1	5
CC(C)OC(=O)c1c(NC(=O)COc2ccc3ccccc3c2)sc2c1CCCC2	10
O=C(c1ccc2c(c1)OCO2)N1CCCC(CO)(CCCc2ccccc2)C1 (stereo not given)	2
CCOC(=O)c1[nH]c2ccc(C)cc2c1N	-1
Cc1cc(OCC(=O)Nc2cc(-c3nc4ccccc4[nH]3)ccc2C)ccc1Cl	-12
CCOc1ccc2nc(N3CCCC(C(=O)NCCc4ccc(OCC)c(OCC)c4)C3)sc2c1 (stereo not given)	1
O=C(C1CCCC1)N1CCC(C2(c3ccccn3)NC(=O)N(CCc3cccs3)C2=O)CC1 (stereo not given)	3
CSc1nc2ccccc2c(=O)[nH]1	18
O=C(Nc1ccc(F)cc1)N1CCN(c2ccc(Cl)cc2)CC1	0
Fc1ccc(CSc2nnc(-c3ccccc3)c(-c3ccccc3)n2)cc1	3
CN(C)c1ncc2c(n1)CCCC2NC(=O)c1cc2cc(F)ccc2[nH]1 (stereo not given)	11
CCOC(=O)c1c(C)oc2ncnc(N3CCN(c4ccc(C)cc4C)CC3)c12	-1
CCc1cccc(NC(=O)C(NS(=O)(=O)c2ccc3nc(C)sc3c2)C(C)C)c1 (stereo not given)	2
Cc1ccc(C(CC(=O)O)C2CCOC(C)(C)C2)cc1 (stereo not given)	-7
O=C(Nc1cc(Cl)ccc1Cl)c1cc([N+](=O)[O-])ccc1N1CCCCC1	1
Cc1ccc(C2=Nc3nc(-c4ccc(C)cc4)nn3C(c3ccc(Cl)cc3)C2)cc1 (stereo not given)	1
Cc1sc(NC(=O)c2ccc(Br)o2)c(C#N)c1-c1ccc(F)cc1	0
CC12CCC(C(=O)Nc3cc(C(F)(F)F)ccc3Cl)(CC1=O)C2(C)C (stereo not given)	-8
CCCN(CC1CCCO1)C(=O)CC1(c2ccccc2)CC(=O)N(Cc2ccc3c(c2)OCO3)C1=O (stereo not given)	1
C=CCNC(=O)c1cc(Br)ccc1OC	10
Cc1ccc(-c2[nH]nc3c2C(c2ccc(Br)cc2)C(C#N)C(=N)O3)c(C)c1 (stereo not given)	-1
C=CCn1c(=O)c2c(nc3oc(C(C)(C)C)cn32)n(C)c1=O	2
Cc1ccc(SCc2cn3c(C)cccc3n2)cc1	5
CCOc1cc(CNCCc2ccc(OC)c(OC)c2)cc(Br)c1OCC(N)=O	5
CCN(Cc1ccccc1)C(=O)c1cn(-c2cccc(OC)c2)c(=O)c2ccccc12	2
Cc1cc(C)c(NC(=O)CSc2n[nH]c(-c3ccccc3Cl)n2)c(C)c1	0
Cc1cccc(NC(=O)c2nc(S(C)(=O)=O)ncc2Cl)c1	9
COc1ccccc1CCNC(=O)CCCn1c(=O)c2cccn2c2cccnc21	-6
CCOc1ccc(Nc2c(S(=O)(=O)c3ccc(Cl)cc3)cnc3ccc(OC)cc23)cc1	4
CC1=Nc2ncnn2C(c2cccs2)C1C(=O)Nc1cc(Cl)ccc1C (stereo not given)	-8
